Source: PubChem BioAssay
FXIIa inh 1536 = inhibitors of human coagulation factor XIIa; 0.3% of 220,000 active; inhibition, % at 5 µM; purified FXIIa, Boc-QGR-AMC fluorogenic substrate, 2 h; in the data active = inhibition above about 40%;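 note: 0% = enzyme with no compound and 100% = blank without enzyme; many of its hits are not listed in these tables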
Furin inhibitor = blocks human furin protease activity. P09958. inhibition, % at 30 µM. 0.061% of 220,000 active. purified furin, fluorogenic substrate cleavage. AID 463115; in the data active = inhibition above about 25%; note: inactives centre near -15
Rad51 HR inh = blocks human Rad51 in homologous recombination | Q06609 | AID 1385 | hRad51 DNA strand exchange, fluorescence dequenching | 0.085% of 200,000 active | inhibition, % at 10 µM;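 active = inhibition above 40% at the single screening dose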;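 note: 0% = DMSO control wells and 100% = blanks with heterologous ssDNA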
Target sequence (Q06609 whole entry, looked up): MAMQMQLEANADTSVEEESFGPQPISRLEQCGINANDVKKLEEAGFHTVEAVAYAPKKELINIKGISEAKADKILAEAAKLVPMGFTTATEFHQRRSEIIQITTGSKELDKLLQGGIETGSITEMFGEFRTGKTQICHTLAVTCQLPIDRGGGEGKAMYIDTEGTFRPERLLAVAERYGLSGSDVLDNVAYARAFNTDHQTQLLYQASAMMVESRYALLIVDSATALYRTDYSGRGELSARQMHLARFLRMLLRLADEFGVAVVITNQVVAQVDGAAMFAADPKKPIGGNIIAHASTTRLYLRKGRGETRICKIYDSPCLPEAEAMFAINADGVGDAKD
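Assay system: Human Rad51 nucleoprotein filaments preassembled on unlabelled ssDNA | Reagent: Donor/quencher-labelled 47-bp dsDNA substrate | Doses: One concentration, 10 µM final | Times: 37 °C 15-min filament assembly, 30-min compound preincubation, 15-min exchange | Technique: Fluorescein emission 520 nm, excitation 485 nm | Benchmarks: Plate control and blank wells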
PERK inh = inhibitors of human PERK kinase. CHO PERK-DD fusion, SEAP luminescence translation reporter. inhibition, % at 5.6 µM. 0.17% of 220,000 active. AID 1416;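 active = inhibition above the mean inhibition of all tested compounds plus 3 SD, set separately per screening campaign, cut at about 2.9% in these data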;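 note: PERK kinase domain activated by AP20187 dimerizer at 100 nM; 0% = DMSO with dimerizer and 100% = rapamycin at 8.4 µM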
KCC2 mod = modulators of human KCC2 chloride dependent transport; KCC2 cells, thallium flux FluoZin-2 fluorescence; Q9H2X9; B-score of Tl+ flux slope (higher = more flux/activation; lower = inhibition) at 10 µM; 2.2% of 190,000 active;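 active = thallium flux slope and its plate-corrected score both differing from the plate sample mean at a set confidence after two filtering rounds, in either direction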;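 note: slope of fluorescence scaled to starting intensity during 10 to 20 s after thallium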
Thrombin inh = blocks human thrombin protease activity; P00734; alpha-thrombin, Boc-VPR-AMC fluorogenic substrate cleavage; inhibition, % at 5 µM; 0.26% of 220,000 active; AID 1046;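 active = inhibition at or above 40%; inactive = inhibition below 40%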;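 note: 0% = enzyme with no compound and 100% = wells without enzyme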
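Material: Human alpha-thrombin protein | Buffer or medium: pH 7.5 Tris-saline with Tween 20 | Reagent: Boc-VPR-AMC substrate, 15 µM final | Schedule: Reaction at ambient temperature | Detection: AMC fluorescence at 355 nm excitation and 460 nm emission | Evaluation: Percent inhibition scaled between no-compound controls and no-enzyme blanks | Controls: no-compound enzyme wells and no-enzyme blanks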
Calpain2 inh = calpain II (pig) inhibition; purified calpain II, fluorogenic peptide substrate, 30 min; inhibition, % at 16 µM; 0.37% of 220,000 active; AID 1236;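 active = inhibition above about 50%, limit read from the data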
FXIa inh 1536 = blocks human coagulation factor XIa protease activity; P03951; purified FXIa, Boc-Glu-Ala-Arg-AMC fluorogenic substrate; inhibition, % at 5 µM; 0.14% of 220,000 active; AID 798;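 active = inhibition of at least 40%; inactive = inhibition below 40%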;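 note: fluorescence of freed AMC excited at 355 nm; 0% = enzyme without compound and 100% = no enzyme blank; many of its hits are not listed in these tables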
Target sequence (P03951 19-387 limits assumed): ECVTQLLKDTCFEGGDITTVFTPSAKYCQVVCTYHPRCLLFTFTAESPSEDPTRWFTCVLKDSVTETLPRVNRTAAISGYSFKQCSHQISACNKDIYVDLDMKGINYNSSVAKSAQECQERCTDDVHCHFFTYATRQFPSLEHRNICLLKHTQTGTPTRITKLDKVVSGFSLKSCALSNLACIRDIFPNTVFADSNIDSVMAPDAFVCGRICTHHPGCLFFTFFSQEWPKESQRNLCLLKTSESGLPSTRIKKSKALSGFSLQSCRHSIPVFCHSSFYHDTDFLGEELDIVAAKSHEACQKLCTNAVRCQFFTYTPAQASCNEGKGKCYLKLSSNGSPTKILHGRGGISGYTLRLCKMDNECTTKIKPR
Target sequence (P03951 388-625 limits assumed): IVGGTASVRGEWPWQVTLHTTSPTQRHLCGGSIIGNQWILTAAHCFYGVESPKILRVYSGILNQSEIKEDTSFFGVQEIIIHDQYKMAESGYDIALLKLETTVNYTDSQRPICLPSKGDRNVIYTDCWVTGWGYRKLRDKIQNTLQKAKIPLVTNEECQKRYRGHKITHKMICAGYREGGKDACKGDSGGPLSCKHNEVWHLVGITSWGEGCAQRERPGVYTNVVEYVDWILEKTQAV
hK5 inh = kallikrein 5 (human) inhibition; 0.59% of 210,000 active; Q9Y337; inhibition, % at 5 µM; recombinant hK5, fluorogenic AMC substrate cleavage;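 active = inhibition of 40% or more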;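 note: 0% = enzyme controls without compound and 100% = no-enzyme blanks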
* marks the source's active call; other numbers are inactive results; i = inactive; . = no result given; [ ] = another dose, or the depositor's remark. Only part of the results is shown, so the mix of outcomes need not match the whole.

SMILES	FXIIa inh 1536	Furin inhibitor	Rad51 HR inh	PERK inh	KCC2 mod	Thrombin inh	Calpain2 inh	FXIa inh 1536	hK5 inh
COc1ccc(C2/C=C\CNCC(=O)N2Cc2ccc(F)cc2)cc1 (stereo not drawn)	5	-34	-2	.	-0.25	-1	-20	-3	1
COc1ccccc1/C=C/CN1CCN(Cc2ccc(F)cc2)C(CCO)C1 (stereo not drawn)	10	-24	4	-0.1	0.55	-1	-2	-4	.
CCOc1ccc(C(=O)NC(Cc2ccccc2)C(=O)OC)cc1 (stereo not drawn)	19	8[20 µM]	5	-0.2	-0.033	4	-8	5	2
CCOC(=O)CN1c2ccccc2NC(=O)CC1C (stereo not drawn)	6	3	-4	0.5	.	-4	-48	-2	-24
CC(C(=O)Nc1ccc(S(N)(=O)=O)cc1)N1CCc2ccccc21 (stereo not drawn)	6	-3	-4	0.5	1.6	.	-17	-2	-5
O=C(NCc1nc2ccccc2[nH]1)C1=C[C@@H](c2ccccc2)C[C@@H](OCCCCO)O1	6	-4	-8	0.1	1.2	-5	13	0	4
COc1ccc(NC(=O)c2cnc3sccn3c2=O)cc1	-7	11	-1	0.2	0.0051	0	-29	4	-3
Cc1sc2nc(CN3CCOCC3)nc(NS(=O)(=O)c3ccc4c(c3)OCCO4)c2c1C	16	-29	1	0.0	0.83	3	10	12	21
CCNC(=S)Nc1cccc(S(=O)(=O)NC2=NCCC2)c1	2	-4	-4	0.1	1.6	2	2	2	-9
Cc1cccc(NC(=O)Nc2nnc(-c3ccccc3)o2)c1	0	-12	11	-0.5	2	-15	20	-4	-2
COc1ccccc1C1CC(=O)Nc2cc3c(cc21)OCCO3 (stereo not drawn)	3	14[20 µM]	2	1.4	0.57	-3	6	-11	18
O=C(C[n+]1cc(-c2ccccc2)n2c1CCCCC2)c1ccc(Br)cc1	8	-25	2	0.8	.	-8	-8	2	2
CCOC(=O)CC1C(=O)NCCN1c1nc2c(C)cccn2c(=O)c1/C=C1\SC(=S)N(CC(C)C)C1=O (stereo not drawn)	15	-10	i	-2.0	-9*	2	-38	7	8
O=C(CN(CCc1ccccc1)C(=O)CN1C(=O)COc2ccccc21)NCc1ccco1	-21	-32[20 µM]	.	-0.3	-1.1	-10	3	-10	-1
COc1ccc(-n2nc(C(=O)NCC(=O)N3CCN(c4ccccn4)CC3)c3ccccc3c2=O)cc1Cl	6	-13	14	0.5	-0.51	-1	-53	-6	-9
CCCCSCc1nc2ccccn2c1Br	3	-22	-5	1.3	-0.53	1	8	-3	-13
NS(=O)(=O)c1ccc(NCc2ccccc2OCc2ccc(F)cc2)cc1	18	-12[20 µM]	-4	-0.5	-1.6	0	5	2	-19
COc1ccc(C2C(C#N)=C(N)Oc3c2c(-c2ccccc2)nn3-c2ccccc2)c(OC)c1OC (stereo not drawn)	8	-23	16	0.5	0.58	-9	-52	0	-16
COc1ccccc1C(=O)N1CCNC(=O)C1CC(=O)Nc1ccc(Cl)cc1 (stereo not drawn)	7	-18[20 µM]	.	0.7	0.0045	12	26	23	-12
NNC(=O)c1csc(-c2ncc(C(F)(F)F)cc2Cl)n1	8	-9	14	1.8	-0.024	-3	27	3	-5
CCOC(=O)c1ccc(NC(=S)Nc2ccc3[nH]c(=O)[nH]c3c2)cc1	0	-4	12	-0.1	1.3	-11	1	-4	-7
Cc1ccc(Nc2ccc(NCc3ccccc3)nn2)cc1C	8	-20	-24	0.1	0.22	-4	33	6	-9
CCSC(=O)CCCCCCCCCCCO	18	-7[20 µM]	-9	1.8	0.54	2	21	9	2
COc1cc(-c2nnc(COC(=O)c3cc(C)nc4ccc(C)cc34)o2)cc(OC)c1OC	13	-9[20 µM]	.	-2.2	-1.6	-2	-124	5	-1
COCCNC(=O)Cc1ccc(F)cc1	18	-16	2	-0.2	-0.48	2	-25	8	-10
O=c1[nH]c(CN2CCN(c3ccccc3Cl)CC2)nc2ccsc12	0	-21	-2	1.1	-0.62	-1	13	-10	-6
COc1cc(OC)c(C2CC(=O)N3CN(C)CSC3=C2C#N)cc1OC (stereo not drawn)	-7	-33	2	0.8	.	-9	6	-12	-2
CCn1c(SCC(=O)N/N=C/C=C\c2ccccc2[N+](=O)[O-])nnc1-c1ccccc1	8	-30[20 µM]	2	0.8	.	1	10	4	-13
CCOC(=O)Cn1cnc2c(cnn2-c2ccc(Cl)cc2)c1=O	-11	-18	2	0.6	0.6	-4	.	-14	-8
CCOC(=O)CN1CC23C=CC(O2)C(C(=O)N2CCN(c4ccc(F)cc4)CC2)C3C1=O (stereo not drawn)	16	-32	-1	0.9	-0.66	-3	-14	4	-7
O=C(NCC1CCCN(Cc2ccccc2F)C1)c1cccc(C(F)(F)F)c1 (stereo not drawn)	13	0	-9	-0.1	-0.14	-8	14	7	.
Cn1ccnc1SCC(=O)Nc1ccc2c(c1)OC(F)(F)O2	10	-13	-10	0.6	-0.62	-10	-11	2	3
O=C(/C=C/c1cccs1)c1ccc(NC(=O)c2ccccc2F)cc1	18	-14	-8	-0.1	-1.7	-12	6	12	-2
O=C(c1ccccc1)N1CCc2ccccc21	1	-6[20 µM]	-2	0.5	-0.44	-5	5	-6	1
CC(C)CNC(=O)CC(NCC(C)C)C(=O)O (stereo not drawn)	19	2	14	0.4	0.23	-6	20	6	-9
COc1ccc(C(=O)COC(=O)CCCn2c(=O)oc3ccccc32)cc1	.	-17	4	1.2	-0.98	.	.	.	.
COc1ccccc1/C(C)=N/NC(=S)NCc1ccccc1	2	-15	12	0.8	6.9*	-13	1	-3	-3
CCOC(=O)c1cccc(NC(=O)Cn2c(CC(=O)NC)nc3ccccc32)c1	16	-22	1	-0.4	-0.077	4	-41	5	-23
c1ccc(COc2ccc(OCCCN3CCCC3)cc2)cc1	13	-24	.	0.5	1.4	2	-8	4	-1
CC(C)OC(=O)c1cccc(NC(=O)c2ccccc2)c1	11	-5[20 µM]	-3	0.3	-0.055	1	-2	2	-4

One compound at a time, as listed above. Screens in order: FXIIa inh 1536 | Furin inhibitor | Rad51 HR inh | PERK inh | KCC2 mod | Thrombin inh | Calpain2 inh | FXIa inh 1536 | hK5 inh
Record of `O=c1[nH]c(CN2CCN(c3ccccc3Cl)CC2)nc2ccsc12` → 0 | -21 | -2 | 1.1 | -0.62 | -1 | 13 | -10 | -6
Record of `COCCNC(=O)Cc1ccc(F)cc1` → 18 | -16 | 2 | -0.2 | -0.48 | 2 | -25 | 8 | -10
Record of `O=C(NCC1CCCN(Cc2ccccc2F)C1)c1cccc(C(F)(F)F)c1` (stereo not drawn) → 13 | 0 | -9 | -0.1 | -0.14 | -8 | 14 | 7 | .

(further entries)
SMILES	FXIIa inh 1536	Furin inhibitor	Rad51 HR inh	PERK inh	KCC2 mod	Thrombin inh	Calpain2 inh	FXIa inh 1536	hK5 inh
O=C(Nc1nc2ccccc2s1)c1cnccn1	2	-12[20 µM]	1	-0.1	1.2	-3	-7	-5	-5
O=C(NCc1ccccc1)NC1(C(=O)N2CCN(c3ncccn3)CC2)CCCCC1	8	-10	2	1.4	-0.006	-5	-32	0	-3
O=C(CNCc1ccc(Cl)cc1)Nc1cccc(C(=O)O)c1	8	-27	-1	0.9	-0.086	-6	-8	4	-1
CCC12CC3CC(C1)CC(C(=O)O)(C3)C2	-1	-22	0	0.5	-0.49	4	24	-12	0
Cc1occc1C(=O)NNC(=O)C1CC1	11	-13	2	0.3	-0.49	-8	6	4	4
COc1ccccc1NS(=O)(=O)c1cccc(N=C2N=C(N)c3ccccc32)c1	5	-1	-3	0.8	0.07	1	26	3	-4
COCc1cc(=O)[nH]c(Nc2nc(C)c3ccccc3n2)n1	11	-19[20 µM]	4	-1.4	-0.25	3	-17	5	-1
CCN(CC)CCNC(=O)Cn1nc(Cc2cccnc2)c2ccccc2c1=O	21	-5	-8	0.3	.	-2	-5	19	-6
CC(C)c1cc(N2CCC(=O)NC2=O)cc(C(=O)O)c1O	10	-27	0	1.3	1.9	-8	-86	-4	-16
CCOC(=O)CN(C(=O)CSc1nnc(-c2ccc(OC)c(OC)c2)o1)c1ccc(F)cc1	1	-14	-5	-1.2	-0.094	-3	-6	-5	3
CC(=O)Nc1sc(NC(=O)c2ccc([N+](=O)[O-])cc2)nc1-c1cccs1	1	-14	19	0.9	0.19	-3	12	-2	2
CCC(=O)Nc1ccc(-c2nc3ccccc3c(=O)o2)cc1	6	-20	.	0.5	.	-6	28	-1	-1
Cc1ccc(NC(=O)CN(C)C(=O)Cn2ccsc2=N)cc1	5	-18	1	1.3	0.45	-1	-28	-1	-4
CCOc1ccc(/C=C/C(=O)c2ccc(-c3ccccc3)cc2)cc1	11	-20	1	0.9	0.8	2	0	7	-11
CC(C)(C)n1ncc2c(=O)n(CC(=O)NCc3ccc(F)cc3)cnc21	13	-21	-14	-1.4	-0.0083	1	-5	10	6
CCS(=O)(=O)n1nc(NCc2cccc(OC)c2)nc1NCc1cccc(OC)c1	17	-21[20 µM]	-7	-0.8	-0.97	2	-3	3	8
CCOC(=O)/C=C1\CC(=O)Nc2cc(C)c(C)cc2N1	25	-14[20 µM]	-4	0.0	.	11	-51	11	14
CCc1noc(N)c1C(=O)Nc1ccc(F)c(Cl)c1	1	-8	-7	-0.1	-0.016	2	9	3	5
CCCNC(=O)CN(C1CCCCC1)S(C)(=O)=O	7	-14[20 µM]	0	0.4	0.91	-5	24	-8	-13
CCCc1nc2c(C)ccc(C)c2c(N)c1CC	10	-11[20 µM]	4	-1.2	.	-5	-23	4	-21
COc1cccc2c1c(NC(=O)c1cc(C)on1)nn2C	4	-13	13	-0.8	0.46	-5	-25	-2	-4
Cc1ccc(S(=O)(=O)c2nc(-c3ccc(F)cc3)oc2SCC(N)=O)cc1	11	4[20 µM]	5	-1.1	0.035	0	-7	2	15
CCN(CC)C(=O)c1sc(N2C(=O)Nc3ccccc3N2O)c(C(=O)OC)c1C	5	-14	6	0.5	-0.31	6	-5	-4	-2
O=C(Nc1ccc(F)cc1)c1ccccc1NS(=O)(=O)N1CCCC1	7	-28	.	0.4	-0.86	-2	-17	2	.
CC1CC(C)(C)NC(=S)N1CCC(=O)N1c2ccccc2CC1C (stereo not drawn)	6	-22	2	0.5	.	1	-22	-3	0
C=CCn1c(C)cc(C(=O)CN2C(=O)c3ccccc3C2=O)c1C	14	-11	-4	0.9	.	2	29	3	-6
O=P(OC1CCCCC1)(OC1CCCCC1)C(Nc1ccccc1)c1cccnc1 (stereo not drawn)	3	-13	.	-0.6	-1	-9	8	1	0
Cc1cc(C)c(NC(=O)COC(=O)c2cccc3c2C(=O)c2ccccc2C3=O)c(C)c1	1	-15	3	0.6	-0.26	-4	-39	-4	-21
Cc1nnc(SCc2ccccc2CSc2nnc(C)s2)s1	25	1	-7	-0.4	-0.86	.	28	10	18

Three entries drawn at random from those above, as already listed:
SMILES	FXIIa inh 1536	Furin inhibitor	Rad51 HR inh	PERK inh	KCC2 mod	Thrombin inh	Calpain2 inh	FXIa inh 1536	hK5 inh
CCOC(=O)c1ccc(NC(=S)Nc2ccc3[nH]c(=O)[nH]c3c2)cc1	0	-4	12	-0.1	1.3	-11	1	-4	-7
O=C(/C=C/c1cccs1)c1ccc(NC(=O)c2ccccc2F)cc1	18	-14	-8	-0.1	-1.7	-12	6	12	-2
O=C(CN(CCc1ccccc1)C(=O)CN1C(=O)COc2ccccc21)NCc1ccco1	-21	-32[20 µM]	.	-0.3	-1.1	-10	3	-10	-1
